HIF-2a inh – HIF-2a reporter inhibitors, primary screen, luminescence, 786-0 RCC cells. 0.72% of 360,000 active. 786-0 RCC cells HIF-2a reporter, luciferase luminescence, overnight. AID 624352, 2012. inhibition, % at 18.8 µM;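 active = inhibition of the luminescence signal of 40% or more relative to plate controls, in a single-dose primary screen at 18.75 µM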
KKLEB tox – cytotoxicity in KKLEB CF airway cells, primary screen, cytotoxicity control for CF NF-kB inhibitor project, cell-based, uHTS, fluorescence assay plates; KKLEB CF airway cells viability, ATPlite luminescence, overnight; active compounds read low; cells stimulated with P. aeruginosa culture filtrate; activity change (cytotoxicity), % at 5 µM; 0.36% of 360,000 active; AID 602141, 2011;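 active = corrected activity change at or below -50% at 5 µM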
Peg3 prom inh – Peg3 promoter-driven luciferase inhibitors, primary screen, cell-based, HeLa, luciferase luminescence; HeLa PEG-Prom luciferase reporter, overnight; inhibition, % at 20 µM; 1.7% of 360,000 active;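 active = inhibition of at least 50% at 20 µM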
Shn3 inh set2 – reduction of Shn3 3'UTR firefly luciferase signal, primary screen, Schnurri-3 inhibitor project, cell-based, Clone20 osteoblasts, set 2; Clone20 osteoblast Shn3 3'UTR firefly luciferase, 24 h; inhibition, % at 12.5 µM; 0.52% of 360,000 active; AID 588674, 2011;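 active = mean inhibition of at least 75% with every replicate also reaching 75%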;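 note: 0% = median of neutral control wells and 100% = pilot-screen positive control compound; some compounds past the cut are filed as inactive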
TRPM1 prom inh – inhibitors of MITF-dependent TRPM1 promoter reporter, primary screen, cell-based, SK-MEL-5, single point, luciferase | SK-MEL-5 TRPM1 promoter luciferase, 24 h | inhibition, % at 12.5 µM | 0.83% of 330,000 active | AID 488899, 2010;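 active = mean inhibition across replicates of 60% or more, whatever share of single replicates reaches that level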; note: values of inactives mirror those of a sister screen read the other way
CF NFkB inh – inhibitors of PAF-induced NF-kB signaling, primary screen, cell-based, GFP fluorescence, uHTS | 0.86% of 360,000 active | inhibition, % at 5 µM | KKLEB NF-kB-GFP reporter, GFP fluorescence overnight | AID 588850, 2011;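 active = at least 50% inhibition at 5 µM, scaled per plate between neutral and stimulator controls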;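 note: PAF is a Pseudomonas aeruginosa culture filtrate used as stimulus; plate controls were PAF-stimulated DMSO wells for no effect and unstimulated DMSO wells for full effect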
TWEAK Fn14 block – inhibitors of TWEAK-Fn14 signaling, primary screen, luciferase reporter cells, uHTS. TWEAK-stimulated Fn14 reporter cells, luciferase luminescence, 8 h. inhibition, % at 10 µM. 2% of 360,000 active. AID 1159606, 2016; in the data active = inhibition above about 50%
NR2E3 ag-1 – inhibitors of NR2E3-RetCOR corepressor binding, primary screen, NR2E3 agonist project, biochemical, TR-FRET, GST-NR2E3, biotin-RetCOR | Photoreceptor-specific nuclear receptor (Homo sapiens), Q9Y5X4 | 1536-well | inhibition of corepressor binding, % at 4.78 µM | 0.12% of 320,000 active | AID 2300, 2010;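 active = percent inhibition above the cutoff of mean plus 3 SD of all tested compounds, set per screening campaign, cut at about 20% in these data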;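 note: 0% = DMSO wells and 100% = biotin wells as full block of FRET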
Target sequence (Q9Y5X4 whole entry, looked up): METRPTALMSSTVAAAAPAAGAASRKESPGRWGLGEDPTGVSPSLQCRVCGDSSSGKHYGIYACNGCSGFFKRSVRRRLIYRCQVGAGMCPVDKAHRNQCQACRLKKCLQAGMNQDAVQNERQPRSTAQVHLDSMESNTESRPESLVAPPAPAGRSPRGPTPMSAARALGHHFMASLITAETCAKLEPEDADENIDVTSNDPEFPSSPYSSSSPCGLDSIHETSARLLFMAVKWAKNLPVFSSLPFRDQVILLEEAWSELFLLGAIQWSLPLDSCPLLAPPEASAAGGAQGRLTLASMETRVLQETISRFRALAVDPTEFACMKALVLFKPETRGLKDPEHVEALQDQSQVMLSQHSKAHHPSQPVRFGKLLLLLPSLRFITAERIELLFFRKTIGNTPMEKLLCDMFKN
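System: GST-tagged NR2E3 plus biotinylated RetCOR corepressor; Buffer or medium: pH 7.5 Tris-based buffer; Probe or stimulus: RetCOR corepressor, biotinylated, 7 nM; Doses: compound at 4.8 µM, single dose; Schedule: 5 h incubation at 4 °C; Technique: time-resolved FRET; Evaluation: percent inhibition of TR-FRET ratio; Replication: one well per compound, singlicate testing.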
NR2E3 ag-2 – NR2E3 agonists in two-hybrid cells, primary screen, cell-based, luminescence, CHO-S, Gal4-NCOR/VP16-NR2E3; Photoreceptor-specific nuclear receptor (Homo sapiens), Q9Y5X4; luciferase; inhibition of corepressor binding, % at 3.98 µM; 0.35% of 360,000 active; AID 602229, 2012;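 active = inhibition above the mean of all tested compounds plus 3 SD, cut at about 70% in these data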;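 note: 0% = DMSO with NR2E3 transfected cells and 100% = cells lacking NR2E3 construct; higher means lower luciferase signal from less NR2E3 corepressor binding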
iPSC survival up – enhancers of single-cell hiPSC survival, primary screen, ATPlite luminescence; 100% = ROCK inhibitor wells, 0% = DMSO; survival enhancement, % at 20 µM; 0.044% of 360,000 active; in the data active = survival enhancement above about 18%;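 note: cells exposed to compounds for 16 hours before the ATP read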
aDG glyco up – activators of alpha-DG glycosylation, primary screen, uHTS, Pro5-aDG cells, AlphaScreen; activation, % at 10 µM; 0.22% of 360,000 active; alpha-DG glycosylation AlphaScreen (IIH6); 0% Pro5, 100% B10-LARGE cell signal;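 active = activation of at least 8% versus controls, or a plate z-score of at least 8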;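 note: Pro5 are CHO cells carrying HIG-tagged alpha-DG that lacks glycosylation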
An asterisk follows results filed as active; / = not tested or not shown; & = joins results of further samples.

SMILES | HIF-2a inh | KKLEB tox | Peg3 prom inh | Shn3 inh set2 | TRPM1 prom inh | CF NFkB inh | TWEAK Fn14 block | NR2E3 ag-1 | NR2E3 ag-2 | iPSC survival up | aDG glyco up
CC(=O)Nc1ccc(SCCC2CCCCN2C)cc1 (stereo not drawn) | 8.4 | 3.2 | -4.3 | 3.3 | -4.1 | 18.1 | 3.8 | 3.2 | 5.1 | -0.1 | -0.1
CCCCCCCN1C(Nc2ccccc2)=NC[C@@H]1C | 7.5 | 1.8 | -15.9 | 16.9 | -6.5 | -12.0 | 1.1 | 4.2 | 5.0 | -0.2 | 0.2
O=C(NNc1cc(Cl)ccc1Cl)c1c(F)cccc1Cl | 16.1 | -8.4 | 22.0 | 12.4 | 6.2 | 16.5 | -6.9 | -5.3 | -20.3 | -0.1 | -0.1
COc1ccc(N2CCN(CC(=O)N3N=CCC3c3ccccc3)CC2)cc1 (stereo not drawn) | 7.5 | 1.0 | 12.1 | 4.8 | 13.8 | -11.4 | -19.0 | 3.1 | -7.6 | 1.3 | -0.1
CCc1cc2ccc(OC)cc2nc1SCC(=O)NNC(=O)c1ccco1 | 5.7 | 0.7 | 8.2 | 11.9 | -1.0 | -0.3 | 8.6 | 6.1 | -31.3 | 2.9 | 0.3
COc1ccc(CNC(=O)CN2c3ccccc3S(=O)(=O)c3ccccc32)cc1 | -6.5 | 21.5 | 12.3 | 5.1 | 1.9 | -48.3 | -12.4 | 2.0 | -8.3 | -0.6 | 0.2
C/C(Cc1ccccc1)=N\NC(=O)CNC(=O)Cc1ccc(Cl)cc1 | 17.5 | 2.9 | 0.1 | 12.4 | 1.4 | -8.9 | 7.7 | -4.2 | -4.4 | 0.0 | 0.0
CCn1c(CNC(=O)c2ccc3c(c2)OCO3)nnc1SCC(=O)Nc1ccccc1F | -10.4 | -10.8 | -1.9 | 2.7 | 4.6 | -2.8 | -2.1 | 1.3 | -6.0 | 2.9 | 0.0
COc1ccc(OCCCn2ccnc2)cc1 | -2.8 | -10.6 | 14.7 | 0.0 | 4.3 | -11.2 | -5.6 | 2.4 | -40.4 | -0.2 | 0.1
O=C1NC2(CCCCC2)C(=O)N1c1cccc(Cl)c1 | 12.3 | 2.4 | 5.0 | 5.4 | 14.5 | -0.6 | 10.4 | -0.2 | -25.3 | 0.2 | 0.0
Cc1cc(C)n2nc(SCC(=O)c3cc(C)n(CC4CCCO4)c3C)nc2n1 (stereo not drawn) | -0.2 | -1.5 | 1.8 | 64.5 | 11.0 | -12.9 | 14.6 | 1.4 | 19.2 | -0.7 | 0.7
Cc1c(N2C(=O)/C(=C/c3ccc(N(C)C)cc3)N(C)C2=S)c(=O)n(-c2ccccc2)n1C | -4.0 | -2.8 | -5.6 | 12.1 | 4.7 | -23.3 | 23.3 | / | 10.4 | -2.9 | -0.4
CCCC(C)NC(=O)COC(=O)c1ccc(Cl)c(S(N)(=O)=O)c1 (stereo not drawn) | 8.3 | -3.2 | 13.6 | 14.2 | 1.8 | -9.2 | 14.5 | -0.8 | -25.1 | 2.6 | -0.3
COc1ccc(-c2c([C@H]3[C@H]4C=CC[C@@H](C)[C@@H]4C(=O)N3Cc3ccccc3)ccc3ccccc23)cc1 | 8.5 | -16.9 | 0.5 | 11.0 | 23.8 | 38.4 | 0.0 | 0.9 | -7.2 | -1.8 | -0.1
O=C(Nc1cccc(Cl)c1)c1cc(N=Nc2ccc([N+](=O)[O-])cc2Cl)ccc1O | -83.9 | -32.3 | 79.0* | 1.9 | 41.5 | 76.2* | 82.8* | 2.5 | 71.3* | -0.9 | -0.4
CCc1ccccc1NC(=O)Nc1ccc2c(c1)OCO2 | -53.8 | -10.4 | -97.6 | -15.8 | -20.5 | 13.2 | -12.9 | -0.8 | -38.4 | -1.8 | 0.2
COc1ccc(OC)c(NC(=O)CS(=O)(=O)c2cn(CC(=O)N3CCOCC3)c3ccccc23)c1 | 9.0 | 12.3 | 0.2 | -7.4 | -3.8 | -56.1 | 5.0 | 3.2 | 12.7 | 0.1 | 0.1
C=CCn1c(O)c(N=NC(=O)CNC(=O)/C=C/c2ccco2)c2ccccc21 | 12.0 | -5.6 | 24.8 | -5.1 | -9.3 | 6.1 | -15.2 | -2.6 | -3.7 | -0.1 | 0.1
CNC(=O)c1ncnnc1N(C)C(=O)NCc1ccccc1 | 6.2 | 0.3 | 8.0 | -2.4 | 0.6 | 13.8 | -27.8 | -2.0 | 10.5 | 6.2 | 0.0
O/N=C(\COc1ccccc1O)c1ccccc1 | -2.0 | 10.4 | -17.6 | 2.7 | -11.0 | -4.3 | -1.9 | 1.6 | -7.0 | -0.6 | 0.0
COc1ccc(OC)c(C2CC(c3ccc(NS(C)(=O)=O)cc3)=NN2C(=O)c2ccccc2)c1 (stereo not drawn) | 11.9 | -3.0 | 13.6 | 10.1 | -0.6 | -3.5 | 7.1 | 4.5 | 14.4 | -1.8 | -0.5
O=C(Nc1ccccc1C(=O)NCc1ccc(Cl)cc1)c1ccco1 | -6.2 | -1.9 | 27.7 | 15.9 | 1.1 | 8.2 | -0.8 | 2.3 | 4.2 | -0.3 | 0.1
COc1ccc(OC)c(NC(=O)C(=O)NNC(=O)COc2ccc(Br)cc2C)c1 | 12.0 | 3.2 | -5.6 | 9.8 | / | -2.3 | -51.1 | 0.4 | -9.2 | -0.6 | -0.1
Cn1c(=O)[nH]c(=O)c2c1nc(Br)n2CCCCSc1nc2ccccc2o1 | 13.6 | -15.1 | 6.4 | 12.8 | -10.7 | 3.5 | 22.5 | 5.0 | -22.1 | 0.0 | 0.3
O=C(COC(=O)C1CC1)Nc1ncc(Cl)cc1Cl | 15.4 | 5.7 | -14.2 | -6.8 | 11.9 | 10.7 | -15.9 | 2.1 | -14.5 | -0.5 | -0.3
COc1ccc(C(=O)N2CCNC(=O)C2CC(=O)Nc2cccc(Cl)c2Cl)cc1 (stereo not drawn) | 6.2 | 8.8 | 9.0 | 10.1 | 1.6 | -28.6 | -4.7 | -1.4 | 13.8 | -0.2 | -0.1
O=C(NCc1cccc(Cl)c1)C1CCC(=O)N(CC2CCCCC2)C1 (stereo not drawn) | 0.1 | -1.3 | 14.9 | 13.9 | -2.8 | -3.8 | 7.1 | -4.3 | -6.0 | 0.4 | 0.0
COc1ccc(-n2c(Cc3cc(=O)[nH]c(=O)[nH]3)nnc2SCC(=O)NC2CCCC2)cc1 | 3.9 | 15.2 | 5.1 | 4.5 | 3.1 | 2.5 | 3.6 | -2.9 | -31.1 | 2.4 | 0.9
COc1ccc(NC(=S)N2CCC3CC2c2c(Cl)cccc23)c(OC)c1 (stereo not drawn) | 10.7 | -17.7 | 1.0 | 13.7 | / | 22.1 | -0.3 | / | -16.6 | -1.1 | 0.1
CCOC(=O)C1=C(O)C(=O)C(C(=O)OCC)C1 (stereo not drawn) | 7.8 | 8.1 | 5.8 | 0.5 | -5.7 | -2.8 | -0.9 | / | 5.2 | 6.1 | -0.1
O=C(NN1C(=O)NC2(CCCCC2)C1=O)c1ccc(Cl)c(Cl)c1 | 0.1 | 5.4 | -11.4 | -6.3 | 4.4 | 7.3 | -31.6 | 0.9 | -18.6 | 0.0 | 0.5
CCCCNS(=O)(=O)c1ccc(NC(=O)c2c(-c3ccccc3Cl)noc2C)cc1 | 14.5 | 20.0 | 23.4 | 10.6 | 21.7 | -34.9 | -2.2 | 2.4 | 15.5 | 0.9 | 0.1
O=C1CCCC(O)=C1N=Nc1c(Cl)cc(Cl)cc1Cl | -2.7 | 2.6 | 1.6 | 10.1 | 19.5 | 5.5 | -2.1 | -0.5 | -10.7 | 1.5 | 0.5
O=C1CCC(C(=O)Nc2cccc3ccccc23)N1 (stereo not drawn) | -2.3 | -2.8 | 6.0 | -19.8 | -3.4 | -0.1 | 4.0 | 0.2 | -23.8 | -0.8 | 0.0
N/C(COc1ccc(F)cc1)=N\NC(=O)c1cccnc1Oc1ccccc1 | 6.2 | -5.2 | 0.8 | 60.1 | 1.6 | 8.8 | 9.4 | 1.1 | 2.2 | 0.6 | 0.0
Cc1ccc(C(=O)N2CC3(C(C)C)CN(C(=O)c4ccc(C)cc4)CC(C(C)C)(C2)C3=O)cc1 | 12.8 | -2.1 | 24.2 | 1.5&7.5 | -1.0 | -1.3 | 22.6 | 1.7 | -32.6 | -1.2 | -0.2
C=CCn1c(SCC(=O)Nc2c(C)n(C)n(-c3ccccc3)c2=O)nnc1-c1cccnc1 | 9.5 | 10.5 | 12.4 | -21.8 | 1.3 | -3.0 | -9.4 | / | 6.6 | 0.9 | -0.1
COC(=O)C1=C(C)NC(=O)NC1c1ccc(-c2ccc(Cl)cc2)o1 (stereo not drawn) | 20.0 | 4.1 | 2.5 | 0.3 | 6.8 | -7.7 | -14.5 | 1.4 | -41.5 | -2.2 | -0.2
COC(=O)c1[nH]c2cc(OC)ccc2c1NC(=O)CN1CCN(c2cccc(C)c2)C(C)C1 (stereo not drawn) | 9.5 | -2.7 | 40.0 | 29.1 | 15.9 | 11.6 | 34.6 | -0.5 | -14.1 | -2.1 | 0.7
Cn1c(=O)[nH]c(=O)c2c1nc(N1CCCCCC1)n2CCOc1ccccc1 | 19.5 | -6.0 | 3.9 | -4.3 | -6.6 | 6.1 | -19.9 | 2.2 | 6.2 | 1.2 | 0.5
CC1Sc2ccc(S(=O)(=O)N3CCC(C(=O)Nc4ccc(Cl)cc4)CC3)cc2NC1=O (stereo not drawn) | -9.2 | -4.2 | 14.1 | 89.3* | 18.9 | 18.9 | 50.0 | -2.4 | 102.6* | -0.2 | 3.7

Three entries from above, ordered by molecular weight, ascending:
SMILES | HIF-2a inh | KKLEB tox | Peg3 prom inh | Shn3 inh set2 | TRPM1 prom inh | CF NFkB inh | TWEAK Fn14 block | NR2E3 ag-1 | NR2E3 ag-2 | iPSC survival up | aDG glyco up
O=C1CCC(C(=O)Nc2cccc3ccccc23)N1 (stereo not drawn) | -2.3 | -2.8 | 6.0 | -19.8 | -3.4 | -0.1 | 4.0 | 0.2 | -23.8 | -0.8 | 0.0
O=C1NC2(CCCCC2)C(=O)N1c1cccc(Cl)c1 | 12.3 | 2.4 | 5.0 | 5.4 | 14.5 | -0.6 | 10.4 | -0.2 | -25.3 | 0.2 | 0.0
CCc1cc2ccc(OC)cc2nc1SCC(=O)NNC(=O)c1ccco1 | 5.7 | 0.7 | 8.2 | 11.9 | -1.0 | -0.3 | 8.6 | 6.1 | -31.3 | 2.9 | 0.3

Screening results as filed in PubChem BioAssay.
